Assay outcomes (PubChem BioAssay)
PREPL inhibitor: inhibitors of human prolyl oligopeptidase-like enzyme PREPL; 320,000 tested, 0.68% active; inhibition, % at 5.96 µM; recombinant PREPL, fluorescence polarization activity-based probe; AID 2751; Q4J6C6; in the data active = inhibition above about 43%;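 also: 0% = enzyme with DMSO and 100% = wells lacking enzyme; many of its hits are not listed in these tables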
Target sequence (Q4J6C6 whole entry, looked up): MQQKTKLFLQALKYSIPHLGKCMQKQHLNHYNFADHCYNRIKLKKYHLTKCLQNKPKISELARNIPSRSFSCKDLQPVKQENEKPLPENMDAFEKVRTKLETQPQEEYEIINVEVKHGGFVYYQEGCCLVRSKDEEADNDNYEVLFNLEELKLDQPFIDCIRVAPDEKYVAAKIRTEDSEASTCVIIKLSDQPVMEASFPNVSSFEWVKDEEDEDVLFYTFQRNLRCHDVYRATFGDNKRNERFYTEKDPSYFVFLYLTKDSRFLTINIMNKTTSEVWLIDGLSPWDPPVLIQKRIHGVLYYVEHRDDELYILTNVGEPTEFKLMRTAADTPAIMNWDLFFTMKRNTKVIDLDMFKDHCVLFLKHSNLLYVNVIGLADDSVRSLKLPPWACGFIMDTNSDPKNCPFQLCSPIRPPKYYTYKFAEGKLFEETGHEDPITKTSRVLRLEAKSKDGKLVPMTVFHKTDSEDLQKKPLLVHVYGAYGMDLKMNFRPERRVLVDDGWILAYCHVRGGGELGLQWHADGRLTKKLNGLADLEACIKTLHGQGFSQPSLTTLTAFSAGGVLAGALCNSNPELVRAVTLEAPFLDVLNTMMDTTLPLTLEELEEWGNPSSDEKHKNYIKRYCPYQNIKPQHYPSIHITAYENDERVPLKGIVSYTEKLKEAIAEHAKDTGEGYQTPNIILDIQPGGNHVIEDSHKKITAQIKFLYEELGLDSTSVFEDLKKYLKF
PAFAH1B3 FP inh: blocks human PAF acetylhydrolase 1B catalytic subunit 3 | AID 492972 | 340,000 tested, 0.28% active | inhibition, % at 3.39 µM | recombinant PAFAH1B3, FP-rhodamine probe, fluorescence polarization;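 active = inhibition above the screen-wide average of all tested compounds plus 3 SD, cut at about 25% in these data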;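 also: 0% = enzyme with DMSO only and 100% = wells lacking PAFAH1B3 protein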
PAFAH1B2 FP inh: blocks human PAF acetylhydrolase 1b catalytic subunit 2. P68402. AID 492953. inhibition, % at 3.39 µM. 340,000 tested, 1.2% active. recombinant PAFAH1B2, FP-rhodamine activity probe, fluorescence polarization;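 active = inhibition above the mean of all tested compounds plus 3 SD, cut at about 24% in these data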;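 also: 0% = enzyme with DMSO and 100% = wells lacking PAFAH1B2; many of its hits are not listed in these tables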
ZTA DNA inh: blocks Epstein-Barr virus ZTA, an EBNA-1 counter-screen; ZTA-DNA binding, fluorescence polarization; inhibition, % at 11 µM; 320,000 tested, 0.15% active; in the data active = inhibition above about 33%
EBNA-1 inhibitor: blocks EBNA-1 binding to DNA; EBNA-1 DNA binding, fluorescence polarization; inhibition, % at 14.8 µM; 300,000 tested, 0.34% active; AID 1950; in the data active = inhibition above about 28%
LYPLA1 counter: LYPLA1 (human) inhibition in PME1 counter-screen. inhibition, % at 5.9 µM. AID 2174. 320,000 tested, 0.16% active. O75608. recombinant LYPLA1, FP-Rh probe fluorescence polarization;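 active = inhibition above the mean of all tested compounds plus 3 SD, set per campaign, cut at about 14% in these data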;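 also: inhibitors block serine hydrolase probe labeling of LYPLA1 so polarization falls; 0% = enzyme with DMSO and 100% = wells lacking LYPLA1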
pPAFAH FP inh: pPAFAH (human) enzyme inhibition; inhibition, % at 3.39 µM; recombinant pPAFAH, FP-rhodamine probe fluorescence polarization; 330,000 tested, 1.5% active;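 active = inhibition above the mean inhibition across the screen plus 3 SD, cut at about 25% in these data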;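 also: inhibitors block binding of the rhodamine activity-based probe so polarization drops; 0% = enzyme with DMSO and 100% = wells lacking pPAFAH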
PAFAH2 FP inh: PAFAH2 (human) inhibition; recombinant PAFAH2, FP-rhodamine activity probe, fluorescence polarization; inhibition, % at 3.39 µM; 340,000 tested, 0.99% active;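 active = inhibition above the mean over all tested compounds plus 3 SD, cut at about 30% in these data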;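 also: inhibitors block probe labeling of enzyme so polarization drops; 0% = enzyme with DMSO and 100% = wells lacking PAFAH2 protein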
LYPLA2 counter: counter-screen for PME1 inhibitors: inhibitors of human LYPLA2; O95372; recombinant LYPLA2, FP-Rh probe fluorescence polarization; inhibition, % at 5.9 µM; 320,000 tested, 0.38% active; AID 2177;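 active = inhibition above the screen-wide mean plus 3 SD, limit set per campaign, cut at about 26% in these data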;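 also: 0% = LYPLA2 with DMSO and 100% = wells lacking LYPLA2 enzyme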
Target sequence (O95372 whole entry, looked up): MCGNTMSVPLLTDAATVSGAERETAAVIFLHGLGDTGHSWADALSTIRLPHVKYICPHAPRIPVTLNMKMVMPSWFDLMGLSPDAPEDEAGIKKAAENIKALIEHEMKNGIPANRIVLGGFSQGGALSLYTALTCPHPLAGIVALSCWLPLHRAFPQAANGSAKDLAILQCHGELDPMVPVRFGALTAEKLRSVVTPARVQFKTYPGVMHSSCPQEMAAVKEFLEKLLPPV
* marks the source's active call; other numbers are inactive results; . = no result given. Some of the compounds tested; the hit share may differ from the screen's.

Compound	PREPL inhibitor	PAFAH1B3 FP inh	PAFAH1B2 FP inh	ZTA DNA inh	EBNA-1 inhibitor	LYPLA1 counter	pPAFAH FP inh	PAFAH2 FP inh	LYPLA2 counter
COCC(C)n1c(SCc2cc(=O)n3cc(C)ccc3n2)nc2ccccc2c1=O (configuration not stated)	-3	3	-1	8	-4	-2	9	5	-4
O=C(Nc1ccc(-n2cccc2)cc1)C1CC1	-12	3	1	-1	-2	4	0	-7	3
COc1ccc(N(CC(=O)NC2CC2)S(=O)(=O)c2ccccc2)cc1	0	12	4	15	3	-1	3	1	-3
CC(C)(C)NC(=O)NC(=O)COC(=O)CNS(=O)(=O)/C=C/c1ccccc1	7	11	9	9	-1	0	14	6	0
Cc1ccc(Nc2nc(Oc3ccc(OCc4ccccc4)nn3)nc(N3CCOCC3)n2)cc1	1	-2	1	-6	32*	-2	2	-4	-4
C[C@H](NC(=O)c1ccccc1Cl)C(=O)OCCOc1ccc(Cl)cc1	-1	2	11	-3	-8	-1	2	0	-3
O=C(COc1ccc([N+](=O)[O-])cc1Cl)N1CCOCC1	5	9	-5	-5	2	0	4	-2	-8
O=S(=O)(Nc1ccc(Cl)cc1)c1ccc2c(c1)CCO2	0	-5	20	-3	-1	0	32*	0	0
Cc1cc(C)nc(/N=C(\N)N2CCc3ccccc32)n1	6	0	0	2	16	-1	1	2	3
Cc1ccc(C(=O)NCCn2cc(SCC(=O)N3CCOCC3)c3ccccc32)cc1	0	-7	0	-20	-8	-2	3	-7	-6
COc1ccc(N2CC(C(=O)OCC(=O)Nc3cc(C)on3)CC2=O)cc1 (configuration not stated)	-2	5	9	-17	-11	5	9	0	9
COc1ccc(C(C)=O)cc1CSc1nc2ccccc2o1	3	-4	2	-3	-15	-3	3	4	2
CSc1ccccc1NC(=O)Nc1cccc(Cl)c1	6	0	3	-7	4	-8	2	-3	-7
O=[N+]([O-])c1ccc(N2CCN(C(=S)Nc3ccc(F)cc3F)CC2)cc1	-47	7	-5	12	5	-1	3	-2	22
NS(=O)(=O)c1ccc(CCNC(=O)c2ccc(Cl)s2)cc1	-6	7	0	1	-3	1	4	3	7
COc1cc(NC(=O)C2CC(=O)NC3=C2C(=O)CCC3)c(OC)cc1Cl (configuration not stated)	6	5	0	-16	-8	1	6	-5	7
COc1c2c(cc3c1C(CC(O)Cc1ccccc1)N(C)CC3)OCO2 (configuration not stated)	24	-1	6	20	10	-3	3	11	-2
O=C1Oc2ccccc2C2(O)C3CCCCCC3C12 (configuration not stated)	-11	9	-3	3	-2	2	-2	10	4
O=C(CSc1cccc[n+]1[O-])Nc1cc(Cl)ccc1[N+](=O)[O-]	12	6	4	.	.	.	-1	7	.
Cc1ccccc1NCc1ccc([N+](=O)[O-])s1	11	9	3	-4	-12	2	9	-4	3
CC(=O)Nc1ccc(C(=O)OCC(=O)N2CCCC2=O)cc1	-6	2	-1	.	.	.	-4	6	.
Cc1ccc(NC(=S)N(CCCN2CCC(C)CC2)Cc2ccco2)cc1	4	-3	5	2	6	-2	8	0	4
CCCNC(=O)N1CCCC(C(=O)c2cccc(Cl)c2)C1 (configuration not stated)	16	-2	-2	3	-4	-1	-2	0	1
O/N=C/c1cc(Br)ccc1OCc1cccc(F)c1	-12	2	-3	5	-1	-12	5	-3	-3
O=C(CSc1nnc(COc2ccccc2Cl)o1)NC(=O)NCc1ccco1	-13	-8	-3	-7	-8	2	12	6	2
COc1ccc(/C=N/NC(=O)c2ccc(NC(=O)c3cccc([N+](=O)[O-])c3)cc2)c(C(=O)O)c1OC	15	-1	5	4	-4	-14	0	-18	-24
c1ccc2c(c1)Cn1nnnc1-2	13	0	-2	5	-5	-3	-2	-2	-3
CCN1CCN(Cc2ccc(NC(=O)c3cc(NC(=O)C(=O)c4c[nH]c5ccccc45)cc(OC)c3)cc2C(F)(F)F)CC1	-57	-30	-23	32	6	-47	-43	-68	-78
CCOc1cc(C(C#N)N2CCOCC2)ccc1OC (configuration not stated)	-11	8	4	16	6	3	3	5	-1
CC(=O)Nc1ccc(S(=O)(=O)N2CCOCC2)cc1	-3	4	5	0	0	2	4	4	4
C[C@@H]1NC(=O)[C@@]2(C)[C@@H](c3ccccc3)[C@H]3COc4ccc(Cl)cc4[C@@H]3N2C1=O	2	8	0	-19	.	3	2	-3	4
COc1ccc(C2C(C#N)=C(N)N(c3ncn[nH]3)C3=C2C(=O)CCC3)cc1 (configuration not stated)	11	5	7	-1	2	1	-1	3	2
O=S(=O)(c1ccccc1)N1CCN(Cc2ccccc2)CC1	12	1	8	1	3	-1	8	-2	-1
Cc1ccccc1NCc1nc2ccccc2n1C	5	-1	3	-6	11	1	1	-1	3
Cc1cccc(C)c1NC(=O)CNC(=O)C(C)N1CCN(c2cccc(Cl)c2)CC1 (configuration not stated)	9	6	-1	-5	.	3	-5	-5	10
CCOC(=O)c1ccc(N2C(=O)CC(Sc3ncccn3)C2=O)cc1 (configuration not stated)	-4	6	0	1	-3	-2	40*	-3	-1
NC1=NC(=O)/C(=C/c2ccsc2)S1	8	8	6	-2	10	1	3	1	3
CCCNc1ccc(S(=O)(=O)N(C(C)C)C(C)C)cn1	11	0	-1	19	3	5	-2	-2	-8
COc1ccc(/C=C2\Oc3cc(OCC(=O)N4CC(O)C[C@H]4C(=O)O)ccc3C2=O)c(OC)c1OC (some centres not stated)	-2	-2	-4	-13	-11	-1	4	-4	6
Cc1ccc(Nc2cc(=O)[nH]c(=O)[nH]2)cc1C	11	4	8	-1	-7	0	-4	2	7
CC(C)CCn1c(=O)c2c(nc3n2CCCN3Cc2ccccc2)n(C)c1=O	25	4	4	9	-3	3	5	6	4
NC(=O)CC(NC(=O)Cc1ccc(Br)cc1)c1ccc(N2CCC(N3CCCCC3)CC2)c([N+](=O)[O-])c1 (configuration not stated)	21	6	3	-2	-5	5	7	3	1
O=C(Nc1ccnc(-c2cccnc2)n1)c1ccc(Cl)cc1	-9	1	7	19	-4	-3	2	1	-4
Cc1ccc(C(=O)CSC2=NC(N)=C(C#N)C3(CCCCC3)C2C(N)=O)cc1 (configuration not stated)	15	4	19	1	9	1	5	3	2
O=C(CCCN1C(=O)c2ccccc2C1=O)Nc1ccccc1	-7	0	0	2	-13	-1	1	-1	-4
O=C(/C=C/c1ccccc1)N(Cc1ccc(Cl)cc1)C1CCS(=O)(=O)C1 (configuration not stated)	-25	.	.	-4	-2	-4	4	.	4
COc1ccccc1-n1ccnc(SCC(=O)NCc2ccccc2)c1=O	-3	8	5	4	9	-1	5	-5	4
O=C(CSc1nnc(-c2ccccc2O)o1)NC1CCCCC1	-3	3	1	1	-1	-3	3	1	-4
Cc1ccc(Oc2ccccc2NC(=O)CN2C(=O)NC3(CCCC3)C2=O)cc1	15	7	1	-18	-4	-2	1	-4	-6
O=C(Nc1cccn(Cc2c(F)cccc2Cl)c1=O)NC1CCCCC1	2	5	9	9	-3	0	7	0	0
CCCC(=O)Nc1cc(-c2nnc(OC)c3ccccc23)ccc1N1CCOCC1	-2	-2	-3	13	9	-2	3	5	6
CCn1c(C)[n+](CC)c2ccc(S(=O)(=O)N(C)C)cc21	16	2	-3	-7	-10	-1	-4	3	1
CN(CCNC(=O)c1cn(C)c2ccc(S(=O)(=O)N(C)C)cc2c1=O)CCc1ccccc1	0	3	7	-2	-10	2	-1	1	-1
Cc1nc(SCC(=O)NC2CCS(=O)(=O)C2)c(C#N)c(C)c1C (configuration not stated)	4	10	9	-6	.	2	1	0	8
COCC1CCCN(Cc2nc(C(c3ccccc3)c3ccccc3)no2)C1 (configuration not stated)	1	5	4	6	1	1	5	4	4
O=C(O)C(Oc1ccc2c(c1)oc(=O)c1ccccc12)c1ccccc1 (configuration not stated)	3	-2	5	-25	0	-2	-10	-5	10
O=C(Nc1cc(Cl)ccc1-n1cncn1)C1CC1	8	9	-4	10	9	3	0	-1	11
CCCCN1CNC(=S)N(c2cc(C)ccc2C)C1	-13	12	1	-6	-8	1	4	9	2
COC(=O)c1cnc2c(c(C)nn2C)c1OC	0	.	.	-9	7	4	7	.	5
COc1cc(NS(=O)(=O)c2ccc(C)cc2)ccc1-n1cnnn1	7	8	2	8	2	-3	2	6	-3

Compounds from the list above that contain two or more sulfur atoms (3):
Compound	PREPL inhibitor	PAFAH1B3 FP inh	PAFAH1B2 FP inh	ZTA DNA inh	EBNA-1 inhibitor	LYPLA1 counter	pPAFAH FP inh	PAFAH2 FP inh	LYPLA2 counter
NS(=O)(=O)c1ccc(CCNC(=O)c2ccc(Cl)s2)cc1	-6	7	0	1	-3	1	4	3	7
NC1=NC(=O)/C(=C/c2ccsc2)S1	8	8	6	-2	10	1	3	1	3
Cc1nc(SCC(=O)NC2CCS(=O)(=O)C2)c(C#N)c(C)c1C (configuration not stated)	4	10	9	-6	.	2	1	0	8

New compounds follow
Compound	PREPL inhibitor	PAFAH1B3 FP inh	PAFAH1B2 FP inh	ZTA DNA inh	EBNA-1 inhibitor	LYPLA1 counter	pPAFAH FP inh	PAFAH2 FP inh	LYPLA2 counter
O=S(=O)(N[C@H](CO)Cc1ccccc1)c1ccc(Br)cc1F	.	2	6	.	.	.	2	-2	.
Cc1ccnc(NC(=O)CCC(=O)N(CC(=O)NC(C)(C)C)c2ccc3c(c2)OCCO3)c1	7	3	1	0	6	-1	2	-7	9
CCOc1ccc(OCC(=O)Nc2nccs2)cc1	4	15	5	15	-12	-3	-2	15	-3
CCOc1ccc(NC(=O)COC(=O)Cc2ccc(S(=O)(=O)N3CCOCC3)s2)cc1	4	5	1	7	-5	-1	11	2	-1
